Screening results deposited in PubChem BioAssay by Broad Institute.
Mtb BioA inh: blocks M. tuberculosis BioA enzyme activity | purified M. tuberculosis BioA enzyme, plate reader | inhibition, % at 9.99 µM | 0.096% of 360,000 active | AID 602481; in the data active = inhibition above about 40%
The depositor's hits bear a star; & = joins results of further samples. An excerpt; rates above refer to the full screens.

SMILES	Mtb BioA inh
CC(C)(C)[S@](=O)N1Cc2cc(C(=O)NCc3ccncc3)nc(-c3cccc(-c4cccc(C#N)c4)c3)c2[C@@H]1CCO	13.4
CCC(=O)NC[C@H]1[C@H](c2ccccc2)[C@@H](CO)N1C(=O)C1CC1	-7.3
CN(C)CC(=O)Nc1ccc2c(c1)[C@H]1C[C@@H](CC(=O)NCc3cccc(F)c3)O[C@@H](CO)[C@H]1O2	-1.5
N#Cc1cccc(-c2ccc3c(c2)[C@@H]2[C@@H](CCN2Cc2cncnc2)[C@@H](CO)N3)c1	4.6
COc1cccc(-c2ccc([C@H]3[C@H]4CN(C(=O)c5ccc6c(c5)OCO6)CCCCN4[C@H]3CO)cc2)c1	-1.6
O=C(C[C@@H]1CC[C@H]2[C@@H](COC[C@H](O)CN2C(=O)Cc2ccccc2)O1)NC1CCC1	1.6
C[C@@H]1CN([C@@H](C)CO)C(=O)c2cccc(NC(=O)C3CCOCC3)c2O[C@@H]1CN(C)S(=O)(=O)c1cccs1	-1.5
CC(C)CC#Cc1cnc2c(c1)C(=O)N([C@H](C)CO)C[C@H](C)[C@@H](CN(C)C(=O)c1ccc(F)cc1)O2	1.4
C[C@H]1CN([C@@H](C)CO)C(=O)c2cc(C#Cc3cccc(F)c3)cnc2O[C@H]1CN(C)C(=O)C1CCOCC1	1.5
C[C@H](CO)N1C[C@H](C)[C@@H](CN(C)S(=O)(=O)c2ccc(F)cc2)Oc2ccc(NS(=O)(=O)c3ccccc3)cc2CC1=O	-0.7
O=C(Nc1ccc(F)cc1)N[C@H]1CC[C@H](CCn2cc(C3(O)CCCC3)nn2)O[C@H]1CO	5.6
C[C@H]1CN([C@@H](C)CO)C(=O)c2cc(N(C)C)ccc2O[C@@H]1CN(C)C(=O)Nc1cccc2ccccc12	-1.2
C[C@H](CO)N1C[C@H](C)[C@@H](CN(C)Cc2cccc(F)c2)Oc2ncc(C#CCN(C)C)cc2C1=O	2.0
CO[C@@H]1CN(C)C(=O)c2ccc(NC(C)=O)cc2OC[C@H](C)N(Cc2ccc(F)cc2)C[C@@H]1C	1.9
Cc1ccc(S(=O)(=O)N[C@H]2C=C[C@@H](CC(=O)NCc3ccccc3F)O[C@@H]2CO)cc1	0.9
CN1C[C@@H]2[C@H](c3ccccc31)[C@@H](CO)N2C(=O)C1CC1	2.7
C[C@@H]1CN([C@@H](C)CO)C(=O)c2cc(NS(=O)(=O)c3ccc(F)cc3)ccc2O[C@@H](C)CCCCO[C@H]1CN(C)C(=O)CCCN(C)C	-1.9
CC(=O)N1[C@@H](CO)[C@H](c2ccccc2)[C@@H]1CN(C(=O)NC(C)C)C1CCCC1	25.8&2.3
C[C@@H]1CCCCO[C@@H](CN(C)C(=O)c2ccncc2)[C@@H](C)CN([C@@H](C)CO)C(=O)c2cc(NS(=O)(=O)c3ccccc3)ccc2O1	-0.5
COCC(=O)Nc1ccc2c(c1)C(=O)N(C)[C@H]1CC[C@@H](CC(=O)NCC3CC3)O[C@H]1CO2	-2.3
CCCC(=O)Nc1ccc2c(c1)OC[C@H](C)N(C(=O)c1cnccn1)C[C@H](C)[C@H](OC)CN(C)C2=O	-0.4
CCNC(=O)C[C@H]1C=C[C@H](NC(=O)C2CCC2)[C@H](CO)O1	-5.1
COc1ccc(S(=O)(=O)N[C@H]2CC[C@H](CCn3cc(-c4ccccc4F)nn3)O[C@@H]2CO)cc1	8.1
COc1ccc(NC(=O)N(C)C[C@@H]2Oc3ccc(NC(=O)CCC(F)(F)F)cc3C(=O)N([C@H](C)CO)C[C@H]2C)cc1	-1.2
O=C(CN1CCOCC1)N1CCCCN2[C@@H](CO)[C@@H](c3ccc(Br)cc3)[C@@H]2C1	2.0

Seven compounds drawn at random from the list so far:
SMILES	Mtb BioA inh
COc1ccc(S(=O)(=O)N[C@H]2CC[C@H](CCn3cc(-c4ccccc4F)nn3)O[C@@H]2CO)cc1	8.1
C[C@H]1CN([C@@H](C)CO)C(=O)c2cc(N(C)C)ccc2O[C@@H]1CN(C)C(=O)Nc1cccc2ccccc12	-1.2
C[C@H](CO)N1C[C@H](C)[C@@H](CN(C)Cc2cccc(F)c2)Oc2ncc(C#CCN(C)C)cc2C1=O	2.0
Cc1ccc(S(=O)(=O)N[C@H]2C=C[C@@H](CC(=O)NCc3ccccc3F)O[C@@H]2CO)cc1	0.9
COCC(=O)Nc1ccc2c(c1)C(=O)N(C)[C@H]1CC[C@@H](CC(=O)NCC3CC3)O[C@H]1CO2	-2.3
C[C@H]1CN([C@@H](C)CO)C(=O)c2cc(C#Cc3cccc(F)c3)cnc2O[C@H]1CN(C)C(=O)C1CCOCC1	1.5
CCC(=O)NC[C@H]1[C@H](c2ccccc2)[C@@H](CO)N1C(=O)C1CC1	-7.3

Next part:
SMILES	Mtb BioA inh
C[C@H]1CCCCO[C@@H](CN(C)C(=O)Nc2ccccc2)[C@@H](C)CN([C@@H](C)CO)C(=O)c2cc(NC(=O)Nc3ccccc3)ccc2O1	-1.2
C[C@H]1CN([C@@H](C)CO)C(=O)c2cc(NS(=O)(=O)c3cccs3)ccc2O[C@H]1CN(C)S(=O)(=O)c1cn(C)cn1	-0.2
CO[C@@H]1CN(C)C(=O)c2cc(NC(=O)Nc3cc(F)ccc3F)ccc2OC[C@H](C)N(C(=O)c2cnccn2)C[C@H]1C	1.5
CCC(=O)N1[C@H](CO)[C@H](c2ccccc2)[C@@H]1CNC(=O)CN1CCOCC1	2.6
COCC(=O)N1[C@H](CO)[C@H](c2ccc(-c3cccnc3)cc2)[C@@H]1C#N	3.5
CC(C)C#Cc1ccc2c(c1)O[C@H](CN(C)C(=O)CN(C)C)[C@@H](C)CN([C@H](C)CO)S2(=O)=O	1.6
CO[C@@H]1CN(C)C(=O)c2ccc(NS(=O)(=O)c3ccccc3F)cc2OC[C@@H](C)N(S(C)(=O)=O)C[C@H]1C	-1.4
CO[C@H](CN(C)C(=O)c1cnccn1)[C@H](C)CN([C@@H](C)CO)S(=O)(=O)c1ccc(F)cc1	-0.4
CO[C@H]1CN(C)C(=O)c2ccc(NC(=O)C3CCC3)cc2OC[C@@H](C)N(Cc2nccs2)C[C@@H]1C	6.6
CCC(=O)N1[C@H](CO)[C@@H](c2ccc(C3=CCCC3)cc2)[C@@H]1CNC(=O)CN(C)C	-2.2
C[C@@H]1CN([C@H](C)CO)C(=O)c2cc(C#CCN(C)C)cnc2O[C@@H]1CN(C)C(=O)c1cccc(F)c1	-6.4
O=C(C[C@H]1C[C@@H]2c3cc(NC(=O)NC4CCCCC4)ccc3O[C@@H]2[C@@H](CO)O1)NCc1ccccn1	0.7
C[C@H]1CN([C@@H](C)CO)C(=O)c2cc(-c3ccccc3F)cnc2O[C@@H]1CN(C)C(=O)c1ccccn1	-1.5
COc1cccc(-c2ccc([C@H]3[C@H](CO)N4CCCCN(C(=O)NC(C)C)C[C@@H]34)cc2)c1	-1.8
O=S(=O)(c1ccc(F)cc1)N1CCCCN2[C@H](CO)[C@H](c3ccc(-c4ccccc4)cc3)[C@@H]2C1	-2.7
CN1CCN(C(=O)C[C@@H]2CC[C@@H]3[C@@H](COc4ccc(NC(=O)C5CCOCC5)cc4C(=O)N3C)O2)CC1	-2.8
CNC(=O)C[C@@H]1CC[C@H]2[C@@H](COc3ccc(NC(=O)c4cscn4)cc3C(=O)N2C)O1	1.4
CCCNC(=O)N(C)C[C@H]1Oc2ncc(C#Cc3ccncc3)cc2C(=O)N([C@H](C)CO)C[C@@H]1C	0.7
O=S(=O)(N[C@H]1CC[C@@H](CCn2cc(-c3cccnc3)nn2)O[C@H]1CO)c1ccccc1	7.0
CN1[C@@H]2c3ccc(-c4ccc(F)cc4)c(=O)n3C[C@@H]2[C@@H](CO)[C@@H]1C(=O)NCc1ccccn1	0.6
Cc1ccc(S(=O)(=O)N(C)C[C@H]2Oc3c(NC(=O)NC(C)C)cccc3C(=O)N([C@@H](C)CO)C[C@H]2C)cc1	-0.4
C[C@@H]1CN([C@@H](C)CO)C(=O)c2cc(N(C)C)ccc2O[C@@H]1CN(C)C(=O)Nc1ccccc1	-1.8
COc1ccc(NC(=O)N(C)C[C@@H]2Oc3c(NS(=O)(=O)c4ccc(OC)cc4)cccc3C(=O)N([C@@H](C)CO)C[C@@H]2C)cc1	8.0
O=C(Nc1ccccc1F)N[C@H]1CC[C@@H](CCNS(=O)(=O)c2ccc(F)cc2)O[C@H]1CO	2.7
O=C(C[C@H]1CC[C@@H](NC(=O)c2cccnc2)[C@@H](CO)O1)NCCN1CCCCC1	0.3
SMILES	Mtb BioA inh
CO[C@@H]1CN(C)C(=O)c2ccc(NC(=O)C3CC3)cc2OC[C@@H](C)N(C(=O)NC(C)C)C[C@H]1C	-1.1
CC(=O)N(C)C[C@H]1Oc2cc(-c3cncnc3)ccc2S(=O)(=O)N([C@@H](C)CO)C[C@H]1C	1.8
C[C@@H]1CN([C@H](C)CO)S(=O)(=O)c2ccc(/C=C/c3ccccc3)cc2O[C@@H]1CN(C)C(=O)Nc1cc(F)ccc1F	-3.4
C[C@@H]1CCCCO[C@H](CN(C)C(=O)NC2CCCCC2)[C@H](C)CN([C@@H](C)CO)C(=O)c2cc(NC(=O)C3CCCCC3)ccc2O1	-2.0
CC(C)NC(=O)N1[C@@H](C#N)[C@H](c2ccc(C#CC3CCCCC3)cc2)[C@@H]1CO	0.0
O=C(CCN1CCCCC1)NCC[C@@H]1CC[C@H](NC(=O)C2CCC2)[C@H](CO)O1	4.5
Cc1ccc(S(=O)(=O)Nc2ccc3c(c2)C(=O)N([C@H](C)CO)C[C@H](C)[C@@H](CN(C)C(=O)CCCN(C)C)OCCCC[C@H](C)O3)cc1	-0.4
C[C@@H]1CN([C@H](C)CO)C(=O)Cc2cc(NC(=O)NC3CCCCC3)ccc2O[C@H]1CN(C)S(=O)(=O)c1ccc(F)cc1	-2.0
CNC[C@@H]1Oc2ccc(NC(=O)Cc3cn(C)c4ccccc34)cc2CC(=O)N([C@H](C)CO)C[C@@H]1C	-1.7
CC(C)NC(=O)Nc1ccc2c(c1)CC(=O)N([C@@H](C)CO)C[C@@H](C)[C@@H](CN(C)Cc1ccccc1)O2	-2.2
O=C(C[C@@H]1CC[C@H]2[C@@H](COC[C@H](O)CN2CCC(F)(F)F)O1)NCC1CC1	2.7
N#C[C@H]1[C@H](c2ccc(C#Cc3ccc(F)cc3)cc2)[C@H](CO)N1c1nc(-c2ccccc2)cs1	-2.0
C/C=C/c1ccc2c(c1)O[C@H](CN(C)C(=O)COC)[C@H](C)CN([C@@H](C)CO)S2(=O)=O	7.6
COCC#Cc1ccc2c(c1)O[C@H](CN(C)C(=O)Nc1ccc(OC)cc1)[C@H](C)CN([C@@H](C)CO)S2(=O)=O	3.6
C[C@H](CO)N1C[C@H](C)[C@H](CN(C)Cc2ccc(C(=O)O)cc2)Oc2ccc(NC(=O)Cn3cnnn3)cc2CC1=O	0.1
C[C@@H]1CN([C@H](C)CO)C(=O)c2cc(NS(=O)(=O)c3cn(C)cn3)ccc2O[C@H]1CN(C)S(=O)(=O)c1ccc(F)cc1	-0.7
C[C@@H]1CN([C@H](C)CO)C(=O)c2cc(NC(=O)Nc3ccccc3)ccc2O[C@H]1CN(C)S(=O)(=O)c1cn(C)cn1	-1.2
Cc1noc(C)c1S(=O)(=O)N(C)C[C@H]1OCCCC[C@@H](C)Oc2ccc(N(C)C)cc2C(=O)N([C@@H](C)CO)C[C@@H]1C	-0.6
CO[C@H]1CN(C)C(=O)c2cc(NC(=O)C3CCC3)ccc2OC[C@@H](C)N(Cc2ccncc2)C[C@@H]1C	-3.1
O=C(Cc1ccncc1)Nc1ccc2c(c1)[C@H]1C[C@@H](CC(=O)N3CCc4ccccc4C3)O[C@H](CO)[C@H]1O2	-2.4
C[C@H](CO)N1C[C@H](C)[C@@H](CN(C)Cc2ccc(C(F)(F)F)cc2)Oc2c(NS(=O)(=O)c3cn(C)cn3)cccc2C1=O	-1.1
CCCC(O)C#Cc1cnc2c(c1)C(=O)N([C@H](C)CO)C[C@H](C)[C@H](CN(C)C(=O)Nc1ccc(F)cc1)O2 (stereo not given in full)	3.8
CCc1cnc(N2[C@H](C#N)[C@H](c3ccc(-c4cccc(F)c4)cc3)[C@H]2CO)s1	0.4
C[C@H](NC(=O)C[C@@H]1C[C@H]2c3cc(NC(=O)c4cccnc4)ccc3O[C@H]2[C@@H](CO)O1)c1ccccc1	39.9
C[C@H](CO)N1C[C@H](C)[C@H](CN(C)C(=O)Nc2ccc(C(F)(F)F)cc2)Oc2ccc(NS(=O)(=O)c3cn(C)cn3)cc2C1=O	-1.4
SMILES	Mtb BioA inh
C[C@H](CO)N1C[C@H](C)[C@H](CN(C)S(=O)(=O)c2cn(C)cn2)OCCCC[C@H](C)Oc2ccc(NC(=O)Nc3ccc(F)cc3)cc2C1=O	2.1
COc1ccc(NC(=O)N(C)C[C@@H]2Oc3ncc(-c4cccnc4)cc3C(=O)N([C@@H](C)CO)C[C@H]2C)cc1	0.8
COc1ccc(CN(C)C[C@H]2Oc3c(NC(=O)NC4CCCCC4)cccc3C(=O)N([C@@H](C)CO)C[C@@H]2C)cc1	1.4
O=C1O[C@H](c2ccccc2)[C@H](c2ccccc2)N2[C@H]1[C@@H](C(=O)N1CCCCCCC1)[C@]1(C(=O)Nc3ccc(C#CC4(O)CCCCCC4)cc31)[C@H]2c1ccccc1OCCO	-2.2
C[C@@H]1CCCCO[C@H](CN(C)Cc2ccc(C(F)(F)F)cc2)[C@@H](C)CN([C@H](C)CO)C(=O)c2cc(NC(=O)C3CCCCC3)ccc2O1	-2.5
O=C(O)[C@H]1[C@H](CO)[C@H]2Cn3c(ccc(-c4ccccc4)c3=O)[C@@H]1N2S(=O)(=O)c1ccccc1F	-2.1
C[C@H](CO)N1C[C@H](C)[C@@H](CN(C)S(=O)(=O)c2ccc(F)cc2)Oc2ccc(NC(=O)Nc3ccccc3)cc2CC1=O	-4.9

Single entries from the results shown.
Under Mtb BioA inh, COc1ccc(NC(=O)N(C)C[C@@H]2Oc3ncc(-c4cccnc4)cc3C(=O)N([C@@H](C)CO)C[C@H]2C)cc1 has 0.8
Under Mtb BioA inh, O=C1O[C@H](c2ccccc2)[C@H](c2ccccc2)N2[C@H]1[C@@H](C(=O)N1CCCCCCC1)[C@]1(C(=O)Nc3ccc(C#CC4(O)CCCCCC4)cc31)[C@H]2c1ccccc1OCCO has -2.2
